STEP block: blocks human striatal-enriched tyrosine phosphatase. P54829. recombinant STEP, OMFP fluorogenic substrate, fluorescence. inhibition, % at 20 µM. actives 0.25% (n = 360,000);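 active means inhibition at 20 µM, scaled per plate between control wells, above about 37%, limit read from the data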;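 further: 0% = DMSO with enzyme and substrate and 100% = substrate only without enzyme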
Target sequence (P54829 whole entry, looked up): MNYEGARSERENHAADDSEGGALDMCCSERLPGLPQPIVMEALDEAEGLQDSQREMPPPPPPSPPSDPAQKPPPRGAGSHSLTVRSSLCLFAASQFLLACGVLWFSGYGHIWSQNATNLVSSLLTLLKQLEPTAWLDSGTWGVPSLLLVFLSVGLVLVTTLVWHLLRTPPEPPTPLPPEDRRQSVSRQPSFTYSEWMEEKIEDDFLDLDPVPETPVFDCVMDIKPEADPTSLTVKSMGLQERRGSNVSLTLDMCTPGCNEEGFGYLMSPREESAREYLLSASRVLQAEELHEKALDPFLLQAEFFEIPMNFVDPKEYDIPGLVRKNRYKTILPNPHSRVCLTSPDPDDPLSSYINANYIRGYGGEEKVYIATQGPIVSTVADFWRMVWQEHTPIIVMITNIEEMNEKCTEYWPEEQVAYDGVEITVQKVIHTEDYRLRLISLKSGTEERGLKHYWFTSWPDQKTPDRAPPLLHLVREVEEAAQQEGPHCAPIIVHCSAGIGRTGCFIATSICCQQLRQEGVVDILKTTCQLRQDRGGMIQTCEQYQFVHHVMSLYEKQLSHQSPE
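System: STEP phosphatase, cell-free reaction; Buffer or medium: Bis-Tris pH 6.0 buffer with DTT, detergent; Incubation: 20 min at room temperature, dark; Measured by: fluorescence, 480/540 nm.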
Neddylation inh: cullin neddylation inhibition | calls only at 25 µM | TR-FRET cullin neddylation, biochemical | actives 0.58% (n = 360,000) | P61081+Q13564; in the data active means inhibition above about 36%
DNMT1 block: inhibitors of human DNMT1; DNMT1 molecular beacon, Hinp1I cleavage, fluorescence; AID 588458; P26358; inhibition (reported as % activation of signal), % at 10 µM; actives 0.83% (n = 360,000); in the data active means inhibition above about 50%
NadD block: blocks S. aureus nicotinate mononucleotide adenylyltransferase; actives 0.78% (n = 360,000); purified NadD enzyme, colorimetric absorbance read-out; AID 602399; inhibition, % at 20 µM; in the data active means inhibition above about 26%; further: some compounds past the cut are filed as inactive
Tb MetRS inh: blocks T. brucei methionyl-tRNA synthetase activity; purified T. brucei MetRS, ATP depletion, Kinase-Glo luminescence; inhibition, % at 11.9 µM; actives 0.4% (n = 360,000);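 active means inhibition above a per-plate cutoff of the control wells' mean inhibition plus 3 SD, cut at about 5.5% in these data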;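 further: 0% = DMSO wells median and 100% = median of wells with control inhibitor compound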
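Test system: purified T. brucei MetRS enzyme. Also added: ATP, methionine and E. coli bulk tRNA substrates. Compound: 11.9 µM single point. Schedule: 15 min enzyme-compound preincubation, 2 h reaction, 10 min detection, 25 °C. Signal: luciferase luminescence of residual ATP, Kinase-Glo. Evaluation: percent inhibition versus plate control medians. Controls: DMSO wells, low control.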
Scp-1 inhibitor: blocks human Scp-1 phosphatase activity. inhibition, % at 20 µM. actives 0.88% (n = 340,000). Q9GZU7. Recombinant Scp1, phosphopeptide, malachite green phosphate absorbance;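 active means inhibition above about 50% at 20 µM, limit read from the data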;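 further: plate controls were DMSO wells with enzyme for no effect and wells lacking enzyme for full effect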
Target sequence (Q9GZU7 76-261 limits assumed): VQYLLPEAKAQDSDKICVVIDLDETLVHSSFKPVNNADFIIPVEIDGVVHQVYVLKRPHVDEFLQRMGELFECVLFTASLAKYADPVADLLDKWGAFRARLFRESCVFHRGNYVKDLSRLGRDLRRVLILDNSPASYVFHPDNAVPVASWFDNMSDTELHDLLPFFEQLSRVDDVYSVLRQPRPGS
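Test system: SCP-1 phosphatase catalytic domain, residues 76-261; measured by: colorimetric phosphate reagent with accelerator and stabiliser, absorbance at 630 nm; timing: enzyme reaction 45 min at room temperature, colour 5 min, stabilisation 30 min; also added: Phosphorylated 17-residue peptide substrate; compound dosing: one concentration, 20 µM, with 1.0% DMSO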
SUMO1-SIM PPI: modulators of human SUMO1-mediated protein-protein interactions; SUMO1 binding to a labelled peptide, TR-FRET, 1 h; inhibition, % at 20 µM; AID 602429; actives 0.33% (n = 360,000); in the data active means inhibition above about 37%
Target sequence (P63165 whole entry, looked up): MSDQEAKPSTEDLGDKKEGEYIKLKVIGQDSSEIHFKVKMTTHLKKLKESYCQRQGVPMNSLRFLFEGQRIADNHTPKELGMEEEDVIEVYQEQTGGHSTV
SKN-1 block: C. elegans SKN-1 inhibition; C. elegans VP596 Pgst-4::GFP/RFP ratio, acrylamide-induced, 24 h; inhibition, % at 21.8 µM; actives 0.49% (n = 360,000); AID 624304;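 active means interference check ratio from 0.5 to 1.5 plus GFP to RFP signal ratio inhibition reaching or exceeding a fixed threshold, cut at about 30% in these data, passing the limit was not always enough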; further: some compounds called inactive have numbers as strong as hits
LMPTP inh: blocks human LMPTP phosphatase | actives 0.22% (n = 360,000) | AID 651560 | inhibition, % at 20 µM | recombinant LMPTP-A, OMFP fluorogenic substrate, fluorescence intensity | P24666;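 active means compounds that cut the enzyme signal by at least half of the control window in the single-dose screen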;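 further: plate controls were DMSO wells with enzyme plus substrate for no effect and substrate without enzyme for full effect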
Target sequence (P24666 whole entry, looked up): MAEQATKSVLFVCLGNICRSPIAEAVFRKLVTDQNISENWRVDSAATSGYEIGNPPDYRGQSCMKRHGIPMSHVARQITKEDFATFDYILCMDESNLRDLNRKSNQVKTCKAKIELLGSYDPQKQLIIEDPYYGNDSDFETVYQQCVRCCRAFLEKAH
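Buffer or medium: Bis-Tris pH 6.0, DTT, detergent; Assay system: LMPTP-A enzyme; Quantity: 0.625 nM enzyme; Detection: endpoint fluorescence intensity; Times: 50 min dark incubation at room temperature; Controls: substrate-only low control, DMSO enzyme-plus-substrate high control; Doses: single 20 µM dose; Read-out: percent inhibition versus substrate-only and uninhibited controls; Reagent: 400 µM OMFP.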
NRP1-CendR mod: alters CendR peptide binding to human NRP-1; O14786; FAM-RPARPAR peptide binding to NRP-1, fluorescence polarization; inhibition, % at 25 µM; actives 0.85% (n = 360,000);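 active means inhibition or corrected inhibition above about 18%, plus a signal ratio from 0.5 to 1.5, limit read from the data, passing the limit was not always enough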; further: strong numbers were not always called active
The depositor's hits bear a star; i = inactive; nt = no result given.

SMILES	STEP block	Neddylation inh	DNMT1 block	NadD block	Tb MetRS inh	Scp-1 inhibitor	SUMO1-SIM PPI	SKN-1 block	LMPTP inh	NRP1-CendR mod
O=C(CCCN1C(=O)/C(=C\c2cccs2)SC1=S)Nc1ccccc1O	-1	i	6	-3	-0.1	nt	-5	25	-0.5	5
COc1cc(/C=C/C(=O)O)cc(OC)c1O	2	i	1	-2	-0.5	-9	-3	-13	0.3	5
Fc1c(F)c(C(F)(F)F)c(F)c(F)c1N1CCN(c2ccc3nnc(C(F)(F)F)n3n2)CC1	9	i	0	-5	-0.7	-3	-2	-7	4.0	0
O=C(CC1C(=O)NCCN1C(=O)Nc1ccc(Cl)cc1)Nc1ccc(F)cc1 (stereo unspecified)	-5	i	-2	-5	-0.1	1	1	-7	2.7	14
O=C(c1cc2n(n1)C(C(F)(F)F)CC(c1ccc(F)cc1)N2)N1CCCC1 (stereo unspecified)	-4	i	0	-3	0.7	10	-2	3	-0.8	0
COc1ccc(S(=O)(=O)N(CC(=O)NCC2CCCO2)C2CCCCC2)cc1OC (stereo unspecified)	-1	i	2	0	-0.2	3	-1	8	-0.5	7
COC(=O)c1cc(OC)c(OC)c(OC)c1NC(=O)c1ccc(S(=O)(=O)N(C)C)cc1	0	i	3	-1	1.5	-3	0	10	-0.7	-2
CCn1c(SCC(=O)N2CCOCC2)nc2c(c1=O)SC(C)C2 (stereo unspecified)	-2	i	2	1	-1.6	-12	-7	3	-2.1	-2
COc1ccccc1NC(=O)CSc1nnc(-c2ccccn2)o1	0	i	-2	0	0.2	1	5	10	-0.4	6
COc1cccc(NC(=O)c2ccc3c(c2)N(C)CCS3)c1	-2	nt	-5	-6	-1.0	-5	0	-9	0.4	-9
COc1ccccc1N1C(=O)[C@@H]2C(C(=O)CN3C(=O)c4ccccc4C3=O)=NN[C@@H]2C1=O	0	i	-7	9	0.5	-5	-10	8	0.8	4
CCCCn1c(SCC(=O)NC2CCCC2)nnc1-c1ccco1	0	i	1	-1	-0.5	-5	3	2	-1.2	-3
O=c1nccc(N/N=C/c2ccccc2O)[nH]1	2	i	0	-4	-0.1	-15	-12	-6	-1.4	2
CN(C)CCN(C(=O)c1ccc(S(=O)(=O)N(C)c2ccccc2)cc1)c1nc2cc3c(cc2s1)OCO3	2	i	0	2	-0.4	3	7	10	1.9	13
O=C(NN=Cc1ccccc1C(=O)O)c1cccc(S(=O)(=O)Nc2cccc(C(F)(F)F)c2)c1	-1	i	0	7	-0.2	5	3	-10	-2.0	-12
C=CCOc1ccc(C2C(C(=O)c3ccco3)=C(O)C(=O)N2CCCN(CC)CC)cc1 (stereo unspecified)	1	i	-3	2	-0.3	-15	-2	-11	1.4	9
CCOc1ccc(NC(=O)c2ccc3c(c2)N(Cc2ccc(F)cc2)C(=O)CS3=O)cc1 (stereo unspecified)	2	i	-6	-3	-0.8	-16	7	-10	0.2	-8
O=C(Nc1ccc(F)c(Cl)c1)c1cc(C2CCCN(S(=O)(=O)c3cccs3)C2)on1 (stereo unspecified)	2	i	-6	0	0.3	nt	2	18	2.7	-2
Cc1cccc(OCc2nnc(-c3ccc(F)cc3)o2)c1	0	i	0	-12	-0.3	-8	20	19	-1.4	9
CCc1ccccc1N1CCN(S(=O)(=O)c2cc(OC)ccc2OC)CC1	1	i	-7	-5	-0.3	-6	2	-12	4.2	-6
CN(C)CCNC(=O)c1ccc(-c2cnn(C)c2)c2ccoc12	-3	nt	2	-3	-0.2	nt	1	9	-3.9	0
Nc1ncnc2nc(SCCN3CCCCC3)[nH]c12	1	i	0	0	0.1	-5	-1	4	11	6
COCC#Cc1cnc2c(c1)C(=O)N([C@H](C)CO)C[C@H](C)[C@@H](CN(C)S(=O)(=O)c1ccccc1)O2	-4	i	0	-3	0.9	nt	-5	24	-2.0	0
CCOc1ccc(C(OC(=O)c2ccco2)C(=O)NCc2ccc(C)cc2)cc1 (stereo unspecified)	2	i	-2	-5	-1.0	0	0	-16	2.1	5
CCOc1cc(/C=C2\N=C(C)OC2=O)cc(Br)c1OCCc1ccccc1	3	i	-7	5	-0.6	-3	1	1	-0.1	-17

An excerpt from above in order of their number in DNMT1 block, largest number first:
structure | STEP block | Neddylation inh | DNMT1 block | NadD block | Tb MetRS inh | Scp-1 inhibitor | SUMO1-SIM PPI | SKN-1 block | LMPTP inh | NRP1-CendR mod
O=C(CC1C(=O)NCCN1C(=O)Nc1ccc(Cl)cc1)Nc1ccc(F)cc1 (stereo unspecified) | -5 | i | -2 | -5 | -0.1 | 1 | 1 | -7 | 2.7 | 14
C=CCOc1ccc(C2C(C(=O)c3ccco3)=C(O)C(=O)N2CCCN(CC)CC)cc1 (stereo unspecified) | 1 | i | -3 | 2 | -0.3 | -15 | -2 | -11 | 1.4 | 9
CCOc1ccc(NC(=O)c2ccc3c(c2)N(Cc2ccc(F)cc2)C(=O)CS3=O)cc1 (stereo unspecified) | 2 | i | -6 | -3 | -0.8 | -16 | 7 | -10 | 0.2 | -8
COc1ccccc1N1C(=O)[C@@H]2C(C(=O)CN3C(=O)c4ccccc4C3=O)=NN[C@@H]2C1=O | 0 | i | -7 | 9 | 0.5 | -5 | -10 | 8 | 0.8 | 4

The results go on:
SMILES	STEP block	Neddylation inh	DNMT1 block	NadD block	Tb MetRS inh	Scp-1 inhibitor	SUMO1-SIM PPI	SKN-1 block	LMPTP inh	NRP1-CendR mod
O=C(Nn1c(O)c(C=C2N=c3ccccc3=N2)sc1=S)c1ccc(Cl)cc1	-2	i	-13	-8	6.4*	-11	-6	9	2.9	-6
CC1=C(C(=O)N(C)CCC#N)C2(CCCCC2)OC1=O	4	i	1	-2	-0.1	-12	-1	-3	-0.8	-4
NCCCCc1cn(CC(=O)N2CCNCC2)nn1	0	i	4	6	0.0	-5	-30	4	-9.2	-13
Cc1c(C(=O)N(C)c2ccccc2)oc2c1C(O)CC(C)(C)C2 (stereo unspecified)	0	i	-1	5	-0.5	2	1	-13	-0.9	-5
O=C(COC(=O)C1CC2C=CC1C2)Nc1ccccc1[N+](=O)[O-] (stereo unspecified)	3	i	1	-6	-0.1	-5	-28	-11	1.1	-12
Cc1cccc(OCCCn2ccnc2)c1	2	i	2	1	0.3	0	1	4	-1.2	11
CCOC(=O)C1(Cc2cccc(F)c2)CCN(Cc2cnn(CC)c2)CC1	21	i	1	-1	0.3	-3	-1	9	1.4	-3
Cc1cccc(NC(=O)COC(=O)c2ccc(C)c(S(=O)(=O)N3CCCCC3)c2)c1	2	i	16	1	-0.5	14	0	10	4.1	15
NC(=O)C1CCCN(Cc2ccc3ccccc3c2)C1 (stereo unspecified)	0	i	-1	-3	0.3	1	4	3	-1.4	6
CC1(C)CC(=Cc2ccccc2[N+](=O)[O-])C(=O)c2ccccc21	2	i	-1	0	-0.1	nt	-20	34	1.6	-14
CCc1nc2ccc(C(=O)NCCCn3ccnc3)cn2c1N(C)CCC(C)C	-2	i	-3	1	0.2	nt	1	12	1.3	13
CCN(CC)CCCNC1=C(Cl)C(=O)c2ccccc2C1=O	-1	i	0	-2	-1.1	6	-26	23	0.3	-11
Cc1cc(C)c2cc(CNC3CCCC3)c(Cl)nc2c1	0	i	6	-1	0.1	-5	-7	3	-0.7	-10
Cc1cccc(C(=O)N[C@H](C(=O)Nc2ncc(C)s2)C(C)C)c1	1	i	-1	-5	0.3	-9	3	3	-0.3	2
N#Cc1ccccc1NC(=O)COC(=O)/C=C/c1cn(-c2ccccc2)nc1-c1ccc(Cl)cc1	4	i	36	8	-0.4	-5	-4	-6	1.3	4
CCC(C)c1ccccc1N1CC(C(=O)Nc2ccc(N3CCOCC3)cc2)CC1=O (stereo unspecified)	-2	i	1	4	-0.3	-4	-2	-12	-0.8	0
O=C(COc1ccccc1)NNC(=O)c1cc2ccccc2oc1=O	-2	i	4	-1	0.1	-7	-23	-16	1.1	-4
Cc1ccc(N(C)C(=O)CCS(=O)(=O)c2cc3c(cc2Cl)NC(=O)CO3)cc1	-1	i	1	3	-0.2	2	-5	2	0.8	3
O=C(NCCCN1CCOCC1)c1ccco1	5	i	0	-1	0.3	-2	-4	-5	-1.9	-10
COc1cc(-c2n[nH]c(=S)n2-c2ccccc2C(F)(F)F)cc(OC)c1OC	1	i	-2	3	3.3	-5	8	4	-1.1	14
CCOC(=O)CCCCCC(=O)Nc1ccc2c(c1)C(=O)N([C@@H](C)CO)C[C@H](C)[C@H](CN(C)S(=O)(=O)c1ccc(OC)cc1)OCCCC[C@H](C)O2	4	i	0	-2	-1.6	nt	0	-6	0.3	-5
CCCC(=O)Nc1ccccc1NC(=O)c1ccc(OC(C)=O)cc1	0	i	0	-2	-0.6	-13	4	-6	-0.2	8
COc1cccc(C(=O)Nc2cc3c(cc2Cl)OCCCO3)c1	-2	i	5	-7	-0.7	-11	0	14	-0.8	-9
COc1cc(C(=O)NNC(=S)NC(=O)/C=C/c2ccccc2)cc(OC)c1OC	4	i	-4	9	-0.5	-12	5	-18	-1.6	-10
Cc1ccc(-c2ccc(/C=N/NC(N)=S)o2)cc1	4	i	-34	9	-0.7	2	-19	21	1.2	-42

Next part:
SMILES	STEP block	Neddylation inh	DNMT1 block	NadD block	Tb MetRS inh	Scp-1 inhibitor	SUMO1-SIM PPI	SKN-1 block	LMPTP inh	NRP1-CendR mod
COC(=O)Cc1ccc(NC(=S)N2CCC(Cc3ccccc3)CC2)cc1	2	i	3	-1	-0.2	-3	0	-9	2.4	7
COc1cccc(COC(=O)C2CC(=O)N(Cc3ccc(C)cc3)C2)c1OC (stereo unspecified)	0	i	-3	-7	-0.3	-11	1	6	-0.3	-9
COc1cc(/C=C2/C(=N)N3C=CSC3=NC2=O)ccc1OCCCOc1ccccc1C	-1	i	8	11	0.2	-5	0	6	1.1	-5
COC(=O)C1(O)CC(C(C)C)=NN1C(=O)c1ccc(Cl)cc1 (stereo unspecified)	-3	i	2	-3	0.2	-13	1	14	-2.1	-4
Cc1c(C)c(C)c(S(=O)(=O)N2CCNCC2)c(C)c1C	-3	i	3	4	-0.1	1	-2	14	-0.8	-3
COC(=O)CC1C(=O)NCCN1Cc1cn(-c2ccc(C)cc2)nc1-c1cccc(C)c1 (stereo unspecified)	1	i	-6	-4	0.4	-1	-1	4	0.1	-2
OC(Cn1nnc2ccccc21)Cn1c(C(F)(F)F)nc2ccccc21 (stereo unspecified)	-3	i	13	-7	-2.1	-5	-1	13	-1.6	1
COc1ccccc1CNC(=O)Cn1cc2c(n1)CCCC2	-2	i	0	-1	0.3	-4	-2	-8	-1.5	-8
COc1cccc(CNC(=O)c2ccc(OCC(=O)N3CCOCC3)c(OC)c2)c1	-2	i	7	-6	-0.2	-1	4	-16	0.2	2
CN1CC(O)(C(O)C(O)C(O)CO)SC1=S (stereo unspecified)	15	i	2	-6	0.0	nt	5	10	-0.9	-11
CC(=O)Nc1ccc(NC(=O)c2ccc(C3SCC(=O)N3CCc3ccccc3)cc2)cc1 (stereo unspecified)	0	i	-5	-5	-0.9	-14	4	15	0.4	-1
